ssDAF12 agonist = activators of S. stercoralis DAF-12 nuclear receptor | HEK293 ssDAF-12/GRIP1 lit1-tk-luc reporter, luminescence; % of 3 µM dafachronic acid response | AID 652126 | hit rate 1% among 370,000 | activation, % at 6.8 µM;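 active = activation above the mean over all tested compounds plus 3 SD, cut at about 0.9% in these data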;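 note: 0% = DMSO-only wells and 100% = 3 µM delta7-dafachronic acid wells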
PG9 Ab binder = small molecules binding HIV-1 gp120 antibody PG9 | hit rate 0.43% among 360,000 | inhibition, % at 6.7 µM | TR-FRET gp120-PG9 antibody binding; in the data active = inhibition above about 8.5%
ADAM17 inh = inhibitors of human ADAM17; P78536; recombinant ADAM17, EDANS/DABCYL FRET peptide cleavage; inhibition, % at 6.95 µM; hit rate 0.83% among 370,000; AID 720648;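 active = inhibition above the mean of compounds lying between control limits plus 3 SD, set per campaign, cut at about 8.5% in these data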;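 note: 0% = DMSO-only wells as the low control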
Target sequence (P78536 215-824 limits assumed): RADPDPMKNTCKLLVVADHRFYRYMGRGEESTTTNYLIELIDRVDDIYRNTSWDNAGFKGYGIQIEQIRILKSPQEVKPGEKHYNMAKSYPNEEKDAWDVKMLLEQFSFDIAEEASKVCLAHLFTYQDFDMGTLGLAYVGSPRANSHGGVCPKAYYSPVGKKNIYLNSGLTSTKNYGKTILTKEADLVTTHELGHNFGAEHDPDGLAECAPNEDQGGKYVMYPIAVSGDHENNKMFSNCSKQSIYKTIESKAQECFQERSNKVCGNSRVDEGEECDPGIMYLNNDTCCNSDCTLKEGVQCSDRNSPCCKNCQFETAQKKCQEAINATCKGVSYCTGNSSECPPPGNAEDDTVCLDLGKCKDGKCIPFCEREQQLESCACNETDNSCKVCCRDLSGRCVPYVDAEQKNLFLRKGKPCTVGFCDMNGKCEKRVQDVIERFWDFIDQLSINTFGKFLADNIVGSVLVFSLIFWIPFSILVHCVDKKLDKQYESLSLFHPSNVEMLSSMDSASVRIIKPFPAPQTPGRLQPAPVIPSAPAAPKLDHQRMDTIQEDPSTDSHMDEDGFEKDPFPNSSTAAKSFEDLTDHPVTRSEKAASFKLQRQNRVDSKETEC
ADAM10 inh = inhibits human ADAM10. recombinant ADAM10, EDANS/DABCYL FRET peptide cleavage, 3 h. inhibition, % at 7 µM. hit rate 0.62% among 370,000;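 active = inhibition above a per-campaign cutoff equal to the mean of compounds falling between control-based bounds plus 3 SD, cut at about 20% in these data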;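 note: 0% = DMSO wells while the 100% control is not disclosed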
NPR1 activator = GC-A (human) enzyme activation; P16066; HEK293 GC-A cells, cGMP TR-FRET, EC30 ANP; 0% at EC30 ANP, 100% saturating ANP; activation, % at 10 µM; hit rate 0.14% among 370,000; in the data active = activation above about 40%
DAX1 inh-1 = blocks DAX1 repression of SF-1 activated StAR promoter | hit rate 1.1% among 370,000 | AID 652010 | inhibition, % at 6.8 µM | HEK293T StAR-luciferase reporter, SF-1/DAX-1 repression relief;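 active = inhibition above the mean over all tested compounds plus 3 SD, cut at about 3.6% in these data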;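 note: 0% = DAX-1 cells with DMSO and 100% = cells lacking DAX-1 with DMSO; higher inhibition means more luminescence from relief of DAX-1 repression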
hcDAF12 agonist = H. contortus DAF-12 activation, primary screen. HEK293 hcDAF-12 lit1-tk-luc reporter, luminescence; 0% DMSO, 100% Δ7-dafachronic acid. activation, % at 6.8 µM. hit rate 1.4% among 370,000. AID 652067;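 active = activation above the mean of all tested compounds plus 3 SD, cut at about 5.5% in these data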;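 note: 100% = response to 3 µM Δ7-dafachronic acid high control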
GAA850 FXN act = frataxin GAA850 promoter activation | activation, % at 6 µM | HEK293 lucGAA850 FXN promoter luciferase reporter, 24 h; percent of 10 µM SAHA response | hit rate 0.56% among 360,000 | AID 540364;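 active = activation above the average of all compounds screened plus 3 SD, cutoff fixed separately per campaign, cut at about 7.5% in these data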;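 note: 0% = DMSO wells and 100% = 10 µM SAHA wells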
SMARCA2 act = increases SMARCA2 function in MMTV reporter cells. MG213 cells, MMTV-luciferase reporter, dexamethasone, overnight. activation, % at 9.1 µM. hit rate 1% among 370,000; in the data active = activation above about 7.8%;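 note: 0% = vehicle wells and 100% = reference activator wells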
DAX1 inh-2 = NR0B1 (DAX1) inhibition; P51843; HEK293 Gal4-DAX1 luciferase reporter, luminescence; AID 504766; inhibition, % at 6.75 µM; hit rate 0.99% among 340,000;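 active = inhibition above the mean over all tested compounds plus 3 SD, cut at about 4.2% in these data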;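 note: 0% = DAX1-transfected cells with DMSO and 100% = empty-vector control cells with DMSO; inhibition shows as a rise in luminescence from relieved DAX1 repression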
Target sequence (P51843 207-470 limits assumed): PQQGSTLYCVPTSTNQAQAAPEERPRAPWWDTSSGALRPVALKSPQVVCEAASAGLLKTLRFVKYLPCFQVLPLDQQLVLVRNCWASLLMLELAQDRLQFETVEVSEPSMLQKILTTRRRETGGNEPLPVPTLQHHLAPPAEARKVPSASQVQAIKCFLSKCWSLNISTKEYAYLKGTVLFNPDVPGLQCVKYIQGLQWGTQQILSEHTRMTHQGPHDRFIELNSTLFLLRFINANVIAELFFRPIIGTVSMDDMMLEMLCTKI
hgDAF12 agonist = agonists of H. glycines DAF-12 nuclear receptor; HEK293 GAL4-hgDAF12 UAS-luciferase reporter, agonist luminescence; normalized to butyrate control; hit rate 1.8% among 370,000; activation, % at 6.8 µM;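 active = activation above a cutoff set at the mean of all screened compounds plus 3 SD, cut at about 10% in these data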;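 note: 0% = DMSO wells and 100% = sodium butyrate wells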
An asterisk follows results filed as active; i = inactive; . = not tested or not shown; & = joins results of further samples.

SMILES	ssDAF12 agonist	PG9 Ab binder	ADAM17 inh	ADAM10 inh	NPR1 activator	DAX1 inh-1	hcDAF12 agonist	GAA850 FXN act	SMARCA2 act	DAX1 inh-2	hgDAF12 agonist
Cc1cc(C(=O)CCC(=O)N2CCN(c3ccccc3O)CC2)c(C)s1	-1.4	-0.2	1	-5	-2	-1.5	-0.1	2.0	-2	-0.4	-1.0
c1ccc(-n2c(Cc3cccnc3)nc3cnccc32)cc1	-0.6	-0.5	2	1	-4	-0.4	0.0	2.3	-1	3.5	0.7
CCOc1ccccc1NC(=O)c1ccc(S(=O)(=O)N2CCCCC2)cc1	-1.3	0.1	1	3	-2	-0.2	-1.6	-0.1	-3	-1.0	-1.0
CC1(Cc2ccc(S(C)(=O)=O)cc2)C(=O)Nc2ccc(Cl)cc21 (configuration not stated)	-1.3	1.7	-3	-12	1	0.1	-0.6	-1.6	-2	.	1.6
N#Cc1c(-c2cccs2)cc(-c2ccccn2)nc1N	-1.0	0.7	-335	i	-1	-1.8	0.9	1.5	4	-1.1	-0.7
Cc1ccccc1Nc1nc(N)nc(CSCC(=O)Nc2cccc(Br)c2)n1	-1.7	-0.2	0	1	-17	-0.2	2.1	1.5	-3	-0.5	-2.2
CCc1cc(=O)oc2cc(C)cc(O)c12	-1.5	15*	-4	-13	2	-2.5	-0.5	-1.9	0	1.6	0.0
Cc1cccc(C)c1NC(=O)C1c2ccccc2Oc2ccccc21	-1.2	-0.1	-1	2	2	-0.2	3.6	-0.2	-1	1.0	2.6
CC(=O)c1cc2c(cc1NC(=O)c1cnc(C)cn1)OCO2	-0.4	2.1	3	2	1	0.0	-2.0	0.6	-1	0.3	3.3
O=S1(=O)CCN(CCc2ccccc2)CC1	-0.5	2.2	6	-14	0	2.3	1.7	-0.8	-6	-0.6	-0.4
C/C(N)=C(/C#N)C(=O)CSc1nnc(COc2ccccc2Cl)o1	-0.3&-1.2	-1.6&-1.8	-1&-1	-3&6	17&22	-0.7&0.2	-0.8&0.0	0.9&1.6	1&-2	-0.9&0.0	-1.5&0.7
Cn1nc(C(F)(F)F)c(-c2ccc(Br)cc2)c1NC(=O)CSCC(=O)O	-1.7	-0.9	-3	0	2	-0.3	-1.1	-1.6	-1	0.6	-1.3
CN(C(=O)c1ccc(NC(=O)Cc2ccc(NC(=O)C3CCCN(C(=O)C4CCCCC4)C3)cc2)cc1)C1CCCC1 (configuration not stated)	-1.0	-1.5	4	2	3	-0.3	-1.9	2.4	-2	-2.5	1.6
Cc1c(C)n(Cc2ccccc2)c2ccc(C(=O)OCCCN(C)C)cc12	-1.0	0.8	-5	-8	-11	-0.3	-2.2	-0.8	-2	-0.7	-3.7
CC(=O)c1ccc(N2CCN(CC(O)COC(c3ccccc3)c3ccccc3)CC2)cc1 (configuration not stated)	-1.4	-0.9	-3	4	-9	-0.2	-1.5	5.6	-5	-0.8	-0.6
Nc1nnc(SCC(=O)Nc2cccc3ccccc23)s1	-1.2	-0.8	-3	0	1	-0.3	-1.0	1.4	-3	-0.1	0.1
O=C(NCCCCCCNC(=O)OCCO)OCCO	-0.9	-1.1	-1	11	-2	-0.2	-0.6	-1.0	3	0.7	0.0
CCOC(=O)c1c(NC(=O)COC(=O)c2ccccc2NC)sc(C(=O)N(C)C)c1C	-0.8	-0.7	-56	-154	5	0.1	-0.9	-2.6	2	-1.0	-0.2
CCOC(=O)C1=C(O)C(=O)N(c2ccc(S(N)(=O)=O)cc2)C1c1ccccc1 (configuration not stated)	-0.7	-1.3	-10	-25	-1	-0.6	-2.0	-0.6	0	0.3	-2.0
COc1ccccc1N1CCN(CC(=O)Nc2ccccc2C(=O)NC(C)c2ccccc2)CC1 (configuration not stated)	-1.5	-0.7	1	-1	-1	-0.8	-3.1	-3.6	2	-0.8	-2.6
CSC1=C(C#N)C(CC(C)C)C2=C(CCCC2=O)N1 (configuration not stated)	-1.7	0.4	0	-29	0	-0.3	-1.1	1.0	0	-1.8	-1.2
Cc1ccc(NC(=O)Cn2c(CCC(=O)O)ccc2-c2cccs2)cc1Cl	-1.1	-3.9	-5	-21	-3	2.1	-0.2	0.2	1	0.1	1.4
Cc1ccc(SCC(=O)NC(C)c2ccccc2)cc1 (configuration not stated)	-0.8	-1.1	-4	-4	-5	0.0	0.4	-0.1	0	0.3	3.3
CCOC(=O)[C@]12CCCC=C1N(Cc1cccc3ccccc13)C(=O)[C@H](CC(=O)N1CCN(C(=O)c3ccco3)CC1)C2	-1.0	1.4	3	3	-9	-1.4	-2.7	.	4	.	-4.4
CC(=O)Nc1ccc(NC(=S)NC(=O)c2ccc([N+](=O)[O-])cc2)cc1	-0.9	-1.6	-1	-7	-4	-0.5	-1.9	2.1	-4	2.5	0.7

(more compounds)
SMILES	ssDAF12 agonist	PG9 Ab binder	ADAM17 inh	ADAM10 inh	NPR1 activator	DAX1 inh-1	hcDAF12 agonist	GAA850 FXN act	SMARCA2 act	DAX1 inh-2	hgDAF12 agonist
CCO[C@H]1OC(C(=O)NC2CC2)=C[C@@H](c2c[nH]c3ccccc23)[C@@H]1CCCO	-0.9	-2.0	-2	-1	0	0.1	-0.6	-0.9	0	1.0	0.1
CC1CN(C(=O)CCN2C(=O)c3ccccc3C2=O)CC(C)O1 (configuration not stated)	-0.8	-3.0	-1	11	0	-0.4	-0.3	1.8	3	0.4	0.3
COC(=O)c1ccsc1NC(=O)CN1CCN(Cc2ccc3c(c2)OCO3)CC1	-1.1	-0.4	-3	-2	-1	-0.2	0.1	0.1	-2	0.2	-1.5
CNC(=S)NNC(=O)c1sccc1OCc1ccccc1	-1.5	-0.6	0	-9	4	-0.3	-0.5	-2.5	1	-0.1	-2.4
O=S(=O)(c1cccc(-c2nnc3n2CCCCC3)c1)N1CCOCC1	-1.1	-1.8	-6	-2	0	-0.4	0.9	-1.2	-4	0.1	-0.2
COc1ccc(CCNC(=O)CSc2ncnc3c2oc2ccccc23)cc1OC	-1.5	-8.0	-3	-7	-3	0.1	-0.9	-0.7	0	-0.3	-0.2
CCc1nnc(NC(=O)c2ccco2)s1	-0.2	-1.5	-4	-2	0	4.0*	0.1	0.3	-3	1.9	5.6
Cc1ccc(C2(c3noc(CN4CCOCC4)n3)CCCC2)cc1	-1.9	0.7	2	6	3	-0.1	-1.9	2.2	-2	-0.4	0.1
CC(C)(C)OC(=O)N(CCc1ccccc1)Cc1ccccc1OCc1cccc(NC(=O)C2CC2)c1	-0.3	-0.3	2	-3	1	0.8	-0.3	-0.7	-2	-1.2	0.0
Cc1cccc(C)c1NC(=O)C[n+]1cc(-c2ccccc2)n2c1CCC2	-2.1	-0.6	2	5	5	0.6	0.1	0.9	-3	0.7	0.1
CC1CN(C2CCCCC2)C(=S)NC1=O (configuration not stated)	-0.8	-0.3	-6	-8	-6	0.3	0.2	2.1	-3	-0.2	0.0
Cc1ccc([N+](=O)[O-])cc1S(=O)(=O)Nc1ccc(C(=O)N2CCN(C(=O)c3ccco3)CC2)cc1	-0.8	0.7	-1	-4	4	-0.9	-0.7	1.1	0	0.6	0.9
Cc1cccc(C(=S)N2CCOCC2)n1	-1.3	1.4	-5	-11	3	0.6	-1.2	0.0	-3	-0.4	-0.4
COc1cccc(-c2cnc3c(NC=O)cc(-c4cccc(C(=O)N(C)C)c4)cn23)c1	-0.8	0.0	-5	-16	-4	1.5	-2.7	2.4	12*	.	0.5
CCCCc1nc2cc(C(=O)NCc3cn(C)nc3C)ccc2o1	-1.8	-1.9	-3	-11	1	-4.1	-3.1	3.1	-4	-0.6	-4.3
CCc1ccc(NC(=O)C(=O)N/N=C(\C)CC(=O)NCCOC)cc1	-0.6	-0.9	-4	-6	1	-0.4	-0.2	-0.5	-2	-0.8	1.3
COc1ccc(S(=O)(=O)N2CCN(CC(=O)Nc3cccc(F)c3)CC2)cc1	-1.2	0.8	1	5	-2	-0.8	0.2	0.2	-3	1.7	0.7
Cn1c(NNC(=O)c2ccccc2F)cc(=O)n(C)c1=O	-1.3	0.5	-3	4	1	-0.5	-0.9	0.4	-1	2.1	1.4
Cc1ccc(Nc2n[nH]c(C)c2[N+](=O)[O-])cc1	0.2	-1.1	-2	2	12	2.7	1.6	4.4	5	0.9	10
Oc1ccc(-c2nn[nH]n2)c2cccnc12	-1.6	.	-2	-6	-3	.	0.5	.	.	.	-0.1
COCCN1C(=O)c2ccccc2C(C(=O)NCCN(C)C)C1c1ccc(F)cc1 (configuration not stated)	-1.0	-0.5	-6	2	-3	0.5	-1.0	-2.2	-4	-0.6	1.1
Cc1ccc(-n2[nH]c(C)c(C=Nc3ccc4[nH]c(=O)[nH]c4c3)c2=O)cc1C	-1.1	-1.4	-22	-122	-8	-0.5	-0.5	2.5	1	-0.8	0.4
CCOC(=O)c1[nH]ncc1CN1CCCC(C(=O)c2cc(Cl)ccc2OC)C1 (configuration not stated)	-0.8	-0.3	-18	-64	-6	-0.2	1.5	1.1	-2	-0.1	-2.0
CCNC(=O)NC(=O)C(C)OC(=O)Cc1coc2cc3c(cc12)CCC3 (configuration not stated)	-1.5	1.9	-4	-5	4	-0.4	-0.1	-1.2	3	-1.2	1.1
O=C(Nc1ccc(-c2nnc(-c3ccco3)o2)cc1)C(c1ccccc1)c1ccccc1	-1.3	1.4	-11	-24	-6	-0.1	-0.3	-0.5	-2	-0.3	-2.2

Later entries:
SMILES	ssDAF12 agonist	PG9 Ab binder	ADAM17 inh	ADAM10 inh	NPR1 activator	DAX1 inh-1	hcDAF12 agonist	GAA850 FXN act	SMARCA2 act	DAX1 inh-2	hgDAF12 agonist
CCN(CC)c1cc(Cl)nc(N)n1	-1.6	0.4	-1	-11	4	-0.4	0.1	-1.1	-4	-0.5	0.2
CC(C)Cn1c(SCC#N)nc2ccccc2c1=O	-1.0	-1.9	7	2	2	-0.5	-1.6	2.2	0	-0.4	-1.6
CC(C)(C)N(NC(=O)OCc1ccccc1)C(=O)c1ccccc1Cl	-1.6	-1.0	4	2	0	0.1	-0.5	-0.5	2	0.3	0.1
COc1ccc(CC(=O)N2CCN(c3ccccc3F)CC2)cc1OC	-1.7	-2.1	0	3	5	-0.7	-1.0	-0.5	0	-0.9	-2.7
NS(=O)(=O)c1cccnc1Nc1c(Cl)cccc1Cl	-1.2	-2.3	-2	-2	1	-0.1	-0.5	1.0	1	0.0	-1.6
O=C(O)c1[nH]c2ccc(Br)cc2c1CCN1C(=O)c2cccc([N+](=O)[O-])c2C1=O	-0.9	1.9	-6	-3	3	0.4	-0.8	0.5	-3	1.1	1.0
Cc1ccc(NC(=O)C2CCN(C(=O)[C@@H]3Cc4ccccc4CN3)CC2)c(C)c1	-1.1	0.8	-2	0	4	1.4	1.7	0.1	-1	0.5	3.0
Cc1ccc(S(=O)(=O)N/N=C\C=C\c2ccccc2)cc1	-0.9	-3.7	0	-3	0	1.0	6.7*	-1.1	0	-0.2	2.6
Cc1ccc(NC(=O)Nc2cnccn2)c(C)c1	-0.6	-0.2	-4	-10	-4	1.6	0.8	5.1	3	-0.3	6.0
